# HTRA1 inh – inhibitors of human serine peptidase HTRA1. Q92743. recombinant HTRA1, FP-rhodamine activity-based probe, fluorescence polarization. inhibition, % at 5.96 µM. hit rate 0.5% among 340,000. AID 504803; in the data active = inhibition above about 36%;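 also: 0% = enzyme with DMSO and 100% = wells lacking enzyme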
# MBD2 DNA inh – MBD2-methylated oligo binding inhibition | TR-FRET, MBD2 binding to methylated oligonucleotide | inhibition, % at 4.4 µM | hit rate 0.31% among 370,000 | AID 686964; in the data active = inhibition above about 13%
# Rev-erbA mod – modulates human Rev-erb alpha binding to DNA. P20393. hit rate 0.79% among 370,000. activity, % at 10 µM. Rev-erbα–FITC-DNA binding, fluorescence polarization, 90 min;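 active = activity above about 14%, limit read from the data; passing the limit was not always enough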;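 also: 0% = DMSO wells with 35 nM protein and 100% = DMSO wells with 750 nM protein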
# mABHD4 FP – inhibitors of mouse ABHD4; hit rate 0.54% among 370,000; purified mABHD4, FP-Rh probe fluorescence polarization; Q8VD66; AID 720543; inhibition, % at 8.92 µM;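 active = inhibition exceeding the mean over every tested compound plus 3 SD, cut at about 30% in these data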;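 also: 0% = plate median of compound wells and 100% = S159A mutant with DMSO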
#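 Test system: mABHD4 protein | Buffer or medium: HEPES pH 7.0 buffer, 150 mM NaCl, 0.01% Pluronic F-127 | Probe or stimulus: FP-Rh fluorescent activity-based probe, added after compound pre-incubation | Timing: Pre-incubation 45 min, probe exposure 60 min, at 25 °C | Technique: Fluorescence polarization, excitation 525 nm, emission 598 nm, BODIPY TMR filters | Repeats: Single well per compound (singlicate)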
# PRMT1 inh – inhibitors of human PRMT1; Q99873; inhibition, % at 2.79 µM; hit rate 1.3% among 370,000; recombinant PRMT1, activity-based probe fluorescence polarization;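 active = inhibition above about 21% made by adding two undisclosed values, limit read from the data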
# PG9 binder – PG9 antibody binding by small molecule. TR-FRET gp120-PG9 antibody binding. inhibition, % at 6.7 µM. hit rate 0.43% among 360,000; in the data active = inhibition above about 8.5%
# LEDGF integ inh – blocks HIV-1 LEDGF/p75-dependent DNA integration; TR-FRET IN-LEDGF/p75 DNA integration, Eu/Cy5; AID 743269; inhibition, % at 3.7 µM; hit rate 0.64% among 370,000;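 active = inhibition above the screen-wide mean plus 3 SD, cut at about 13% in these data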;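 also: signal is the Cy5 over europium emission ratio at 671 and 618 nm; 0% = plate median of compound wells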
# rCAG binder – molecules binding r(CAG) RNA repeats. hit rate 1.3% among 370,000. inhibition, % at 3 µM. r(CAG) RNA repeat, TO-PRO-1 dye displacement fluorescence;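 active = inhibition above the plate cutoff, the mean of all test compounds on that plate plus 3 SD, cut at about 35% in these data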;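 also: 0% = DMSO alone and 100% = 100 µM mitoxantrone as full dye displacement; higher means more dye released from RNA so lower well fluorescence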
# TCR CD3 inh – inhibitors of human TCR-CD3 interaction; TAMRA-labeled TCR probe fluorescence, biochemical; hit rate 0.37% among 360,000; inhibition, % at 9.4 µM; in the data active = inhibition above about 19%;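 also: recombinant mutant TCR 2C K166C tagged with TAMRA read by polarization; 0% = receptor in buffer alone and 100% = receptor with positive control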
# UHRF1 MBD2 ctr – human UHRF1 methylated DNA binding inhibitors | Q96T88 | UHRF1 binding to methylated oligo, TR-FRET | inhibition, % at 4.4 µM | hit rate 0.75% among 370,000 | AID 687016; in the data active = inhibition above about 21%;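 also: UHRF1 SRA domain binding a hemimethylated CpG hairpin DNA probe; 0% = median of test compound wells and 100% = reference inhibitor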
# Target sequence (Q96T88 whole entry, looked up, the tested form may be a part): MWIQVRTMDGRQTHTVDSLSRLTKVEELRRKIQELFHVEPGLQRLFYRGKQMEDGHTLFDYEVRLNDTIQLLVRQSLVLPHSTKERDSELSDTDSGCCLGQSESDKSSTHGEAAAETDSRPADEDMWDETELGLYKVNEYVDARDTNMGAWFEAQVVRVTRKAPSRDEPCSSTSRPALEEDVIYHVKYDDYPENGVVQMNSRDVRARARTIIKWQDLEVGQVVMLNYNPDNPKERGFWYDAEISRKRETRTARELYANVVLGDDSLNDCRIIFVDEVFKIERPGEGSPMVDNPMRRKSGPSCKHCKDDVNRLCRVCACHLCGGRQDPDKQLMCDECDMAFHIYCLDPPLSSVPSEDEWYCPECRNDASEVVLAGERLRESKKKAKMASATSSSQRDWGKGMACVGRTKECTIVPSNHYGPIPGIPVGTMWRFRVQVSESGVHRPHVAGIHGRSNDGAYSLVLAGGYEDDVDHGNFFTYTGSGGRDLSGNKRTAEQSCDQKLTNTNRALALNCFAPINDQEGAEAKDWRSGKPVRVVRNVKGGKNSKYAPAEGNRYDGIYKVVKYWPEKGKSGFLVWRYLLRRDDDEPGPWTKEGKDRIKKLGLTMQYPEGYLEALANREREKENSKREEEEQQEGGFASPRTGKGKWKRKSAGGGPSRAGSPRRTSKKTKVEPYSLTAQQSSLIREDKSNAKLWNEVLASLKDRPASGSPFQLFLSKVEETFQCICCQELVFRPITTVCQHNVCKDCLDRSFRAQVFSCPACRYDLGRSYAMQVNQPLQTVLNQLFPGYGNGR
# * = called active by the depositor; / = not tested or not shown. This is a subset. The share of hits here may be higher or lower than overall.
SMILES,HTRA1 inh,MBD2 DNA inh,Rev-erbA mod,mABHD4 FP,PRMT1 inh,PG9 binder,LEDGF integ inh,rCAG binder,TCR CD3 inh,UHRF1 MBD2 ctr
Cc1cc(C)n(-c2nnc(C)n2NC(=O)c2cccc(Cl)c2)n1,2,-7,1,-1,3,-1.2,-3,7,-5,2
CCOC(=O)C1=C(c2ccccc2)Nc2ncnn2C1c1ccccn1 (stereo not drawn),1,3,-1,-6,4,-0.7,5,2,-5,5
COc1cc(F)c(C2=CC(=O)C[C@H](c3ccc(Cl)cc3)C2)cc1F,-21,-2,-4,-9,-3,-1.8,0,0,6,0
CP(=O)(Nc1cc(Cl)ccc1Cl)c1nc2c(s1)CCCC2 (stereo not drawn),0,-4,2,-4,7,3.4,-2,-7,-9,0
Cc1cc(=O)[nH]c(N/N=C/c2ccc(C)o2)n1,5,-2,7,5,-1,0.9,3,-1,-2,-2
O=C(Nc1nnc(N2CCCCCC2)s1)c1cc(-c2ccc(Br)cc2)on1,-2,1,-5,-6,-4,-0.8,9,4,2,0
O=C(COC(=O)c1ccc(OC(F)F)cc1)NCCCN1CCCC1=O,3,4,-2,5,3,0.9,-2,-6,-6,1
CC(=O)NC1CC2CCCC(C1)N2S(=O)(=O)c1ccccc1 (stereo not drawn),1,-4,-1,1,2,1.9,-5,0,1,2
O=C(NCCN1C(=O)S/C(=C\c2cccnc2)C1=O)C1CC(=O)N(Cc2ccco2)C1 (stereo not drawn),6,7,5,-4,5,-1.4,1,1,5,15
N#Cc1ccccc1N=C1CCCN1Cc1ccccc1,-7,-1,-1,7,0,0.8,0,-6,-7,1
Cc1nn(-c2ccc(N3CCOCC3)nn2)c(C)c1CCC(=O)N1CCN(C)CC1,0,-3,-6,-7,-3,0.9,2,-3,6,-1
Cc1ccc(C)c(N2CCN(C(=O)C34CC5CC(C3)CC(n3nnc(C)n3)(C5)C4)CC2)c1,-10,2,-1,-3,-1,-1.9,0,-7,5,-2
CSCC[C@H](NC(=O)NCCC1=CCCCC1)C(=O)O,1,0,2,-3,1,-0.7,1,1,0,3
C[C@@H](c1ccccc1)N1C[C@@H](COCc2ccccc2)Oc2cc(N3CC[C@H](N(C)C)C3)ccc2S1(=O)=O,/,-3,-7,12,-2,-1.9,3,6,2,-1
NC(=O)C1=C[C@H](c2ccc3c(c2)OCO3)C[C@H](OCc2ccc(CO)cc2)O1,5,-4,3,4,3,-2.7,-2,0,2,-8
C/C(=N\NC(=O)c1ccc(CN2CCOCC2)cc1)c1cccc([N+](=O)[O-])c1,1,7,-2,4,-2,-3.5,0,-6,0,3
CCC(=O)N1CCc2cc(S(=O)(=O)CCC(=O)N(C)c3ccc(OC)cc3)ccc21,2,-2,-5,-5,3,1.0,1,0,2,7
COC(=O)c1ccc(N=NN2CCCCC2)cc1,-4,-6,-3,6,-6,1.6,3,-3,5,-1
CC1CCc2c(sc(NC(=O)CCc3nc4ccccc4c(=O)[nH]3)c2C#N)C1 (stereo not drawn),-2,2,-6,0,6,1.2,-2,10,0,-1
CC(=O)Nc1ccc(OCC(=O)NCCc2ccccc2)cc1,3,1,1,1,2,-1.1,-6,-4,-6,3
O=C(COC(=O)c1cc([N+](=O)[O-])ccc1NCc1ccccc1)NC1CCCCC1,-5,-4,-5,4,-5,0.6,2,-2,-4,-3
CCCC(=O)NC(=S)Nc1ccccc1OC,-12,3,4,7,-2,-2.0,-3,-4,-2,0
CS(=O)(=O)N[C@@H]1C[C@@H]2O[C@@H](CO)CC[C@@H]2O[C@@H]1CCc1ccc(-c2ccccc2F)cc1,/,-2,5,-7,-2,/,-3,7,/,4
CCN(CC)CCCN1C(=O)C(O)=C(C(=O)c2ccc(C)o2)C1c1ccc(C)o1 (stereo not drawn),8,4,-2,1,3,-0.9,0,-1,5,-4

# Sorted by length of the SMILES (highest first): 3 of the compounds above
SMILES,HTRA1 inh,MBD2 DNA inh,Rev-erbA mod,mABHD4 FP,PRMT1 inh,PG9 binder,LEDGF integ inh,rCAG binder,TCR CD3 inh,UHRF1 MBD2 ctr
Cc1nn(-c2ccc(N3CCOCC3)nn2)c(C)c1CCC(=O)N1CCN(C)CC1,0,-3,-6,-7,-3,0.9,2,-3,6,-1
O=C(Nc1nnc(N2CCCCCC2)s1)c1cc(-c2ccc(Br)cc2)on1,-2,1,-5,-6,-4,-0.8,9,4,2,0
Cc1cc(=O)[nH]c(N/N=C/c2ccc(C)o2)n1,5,-2,7,5,-1,0.9,3,-1,-2,-2

# The list continues.
SMILES,HTRA1 inh,MBD2 DNA inh,Rev-erbA mod,mABHD4 FP,PRMT1 inh,PG9 binder,LEDGF integ inh,rCAG binder,TCR CD3 inh,UHRF1 MBD2 ctr
Cc1c(C(=O)N(C)c2ccccc2Cl)cnn1-c1ccccc1,-1,10,2,0,4,1.3,3,0,9,1
Cc1cccc(C(=O)Nc2cccc3c2CCCC3)c1,-11,-3,3,-14,1,-0.9,6,-1,7,1
CC(C)Cc1nnc(NC(=O)CSc2nc(-c3ccccc3)cc(=O)[nH]2)s1,1,2,-3,-15,2,-1.5,-2,33,-1,1
Cc1ccc(C)c(S(=O)(=O)Nc2ccc(C(=O)NCCc3ccccn3)cc2)c1,6,-1,0,-2,-7,0.8,7,-1,4,3
COCCn1c(SCC(=O)NCCc2ccc(OC)c(OC)c2)nc2c([nH]c3ccccc32)c1=O,2,0,-3,7,-3,-0.5,2,1,7,-2
Cc1ccccc1-c1noc(CNC(=O)c2ccco2)n1,6,5,6,-7,7,0.2,3,-1,-10,2
COc1ccc(N2CCN(C(=O)[C@@H]3CCCN3C3=NS(=O)(=O)c4ccccc43)CC2)cc1,8,6,1,-1,-2,0.0,1,2,-5,0
O=C(NC1CCCC1)C(c1c[nH]c2ccccc12)N(C(=O)Cn1nnc(-c2ccc(Cl)cc2)n1)c1ccccc1 (stereo not drawn),-65,-3,2,-12,-1,-0.9,2,14,2,-3
O=C(NC(C(=O)N1CCCC1C(=O)O)=C1CCCCC1)c1ccccc1 (stereo not drawn),6,-5,4,2,2,-2.9,0,-1,2,1
C[C@@H]1CN([C@H](C)CO)C(=O)CCCn2nncc2CO[C@H]1CN(C)C(=O)c1ccncc1,-5,2,-1,4,3,0.9,-1,1,3,-1
CCCCn1c(-c2ccccc2)nc2c(=O)n(C)c(=O)[nH]c21,3,-1,-5,2,1,2.3,2,2,-1,0
CCS(=O)c1ccccc1C(=O)OCC(=O)Nc1cccc(S(=O)(=O)N2CCCCC2)c1 (stereo not drawn),-5,-2,-1,-2,1,-1.9,-1,7,-6,0
O=C(Cc1ccccc1[N+](=O)[O-])NCCCc1ccccc1,-2,-7,-5,1,2,-3.7,6,-4,-5,-3
CCOC(=O)CSc1nc(COc2ccccc2)nc2ccccc12,-10,7,-4,-14,5,1.5,2,-3,-3,8
COc1nc(OC)nc(N2CCC(NC(=O)C(Cc3ccc(C(C)C)cc3)NC(C)=O)CC2)n1 (stereo not drawn),2,-6,-6,1,-4,1.6,2,-9,-6,-3
Nc1cc(=O)[nH]c(=O)n1CC1CC1,4,-2,2,0,0,0.0,1,0,3,0
CCOC(=O)[C@@]12CCC3=C1N(CCC3)C(=O)[C@H](CC(=O)NCc1ccc(C)o1)C2,/,-7,2,2,-2,/,2,0,/,-2
CCCCCCn1c(=O)n2n(c1=O)[C@@H]1CN(S(=O)(=O)c3ccc(C)cc3)C[C@]1(O)[C@@H](OC(=O)NCc1ccccc1)C2,-32,6,-1,-10,1,-2.4,-1,5,-9,5
Cc1cccc(C)c1NC(=O)C(c1ccc(C(F)(F)F)cc1)n1c(=O)c(-c2ccccc2)nc2ccccc21 (stereo not drawn),/,1,6,-3,-2,-2.2,-4,2,0,4
CCOC(=O)c1[nH]c2c(c1C)C(=O)CC(c1ccco1)C2 (stereo not drawn),-8,4,-8,18,18,2.8,6,31,3,18
COc1ccc2c(c1)CC/C2=N\OC(=O)c1ccccc1C,-14,2,-2,10,2,0.0,12,-4,4,1
CC1CCN(C(=O)Cn2cc(C#N)c3ccccc32)CC1,0,1,-3,-9,-1,-1.4,0,0,-6,0
CNc1cc(-c2ccc(C(=O)OC)cc2)ncn1,/,-1,4,-1,-4,0.1,4,0,-2,-5
COCCN1CC(CNC(=O)c2cc(COc3ccc(C)c(C)c3)on2)CC1=O (stereo not drawn),9,7,-2,5,3,-0.2,-1,-3,-7,21*
O=C(Cn1c(SCc2ccccc2)nc2ccccc21)N1CCOCC1,-3,-4,3,-2,-1,-0.1,-2,-3,1,2
Cc1ccsc1C(=O)N1CCN(c2ccccn2)CC1,1,2,5,0,1,-1.6,-3,-4,3,1
Cc1ccc(C2NC(=O)c3n[nH]c(C)c32)cc1 (stereo not drawn),/,-7,0,-7,-3,-0.5,7,3,-1,-2
CCOC(=O)CCC(=O)N1CCOCCOCCOCC1,-5,1,3,-3,-3,0.6,1,0,1,1
CC(Oc1cc2oc(=O)c3c(c2cc1Cl)CCC3)C(=O)NCc1ccncc1 (stereo not drawn),5,-3,-4,1,-1,-0.2,-1,0,8,-2
C(=N/Nc1nc(-c2ccccc2)cc(-c2ccccc2)n1)/c1cccnc1,-41,7,8,-43,7,-2.5,-6,5,-5,10
CCCN1CCC(NC(=O)CCc2nnc(Cc3cc(OC)ccc3OC)o2)CC1,-1,-2,3,-10,-2,-1.0,12,-6,10,-1
CC1SC2(NC1=O)C1CC3CC(C1)CC2C3 (stereo not drawn),2,3,0,-1,5,1.2,-1,2,1,1
CC(=O)c1c(C)nc2cc(Cl)ccc2c1N,2,-3,2,-6,-2,-1.2,-1,0,5,-1
O=C(CS(=O)c1ccc(F)cc1)N1CCOCC1 (stereo not drawn),-5,0,-4,5,-3,0.1,3,6,-3,4
CCCCCCCCN1C(=O)[C@H](CC(=O)NCCC(C)C)C[C@@]2(C(=O)OCC)CCCC=C12,/,-3,0,2,5,-0.1,-3,4,-2,-1
Cc1nn2cnc3sc4c(c3c2nc1=O)CCCC4,-1,5,7,-12,-1,1.7,1,0,3,4
CCOC(=O)Cn1ccc2cc(S(=O)(=O)N3CCCC3)ccc21,-2,3,3,-3,3,0.9,2,2,5,1
CN1CCN(S(=O)(=O)c2ccc(NC(=O)c3cccc(F)c3)cc2)CC1,-2,-4,-2,-1,-4,-0.1,3,-2,-2,-2
CCN(CC)CCCN1C(=O)C(=O)/C(=C(/O)c2ccc3c(c2)OCCO3)C1c1ccco1 (stereo not drawn),2,-6,4,-8,-2,1.4,4,6,5,-3
CC(C)C[C@H](NC(=O)NCCC1=CCCCC1)C(=O)O,12,1,-3,0,-2,-0.1,6,3,1,0
CCCCOc1ccc(C(=O)Nc2cc(C)c(OCC(=O)N3CCOCC3)c(C)c2)cc1,-8,-2,-3,-7,2,0.1,-2,-7,-1,-1
CCC1Oc2ccccc2N(CC(=O)NCCN2CCCC2)C1=O (stereo not drawn),0,1,6,2,0,1.2,-3,2,6,-2
COc1cccc(OC)c1OC(=O)/C=C/c1ccc(C)o1,3,4,0,-1,16,-1.3,-1,3,-9,-1
O=S(=O)(NCC1COc2ccccc2O1)c1ccccc1F (stereo not drawn),1,-1,-1,-2,0,-0.7,4,2,4,-1
Cc1ccc(C)c(NC(=S)N(C)C)c1,3,-1,-4,2,-2,-0.6,-2,0,3,-2
CCn1cc(C(=O)NCc2ccc3c(c2)OCO3)c(=O)c2cc(S(=O)(=O)N(C)C)ccc21,-9,4,-3,-7,2,-2.0,-7,9,-7,3
